# Compound activity: PubChem, several laboratories
# Scp1 inh = blocks human Scp-1 phosphatase activity; Recombinant Scp1, phosphopeptide, malachite green phosphate absorbance; hit rate 0.88% among 340,000; inhibition, % at 20 µM; AID 493091;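 active = inhibition above about 50% at 20 µM, limit read from the data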;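 also: plate controls were DMSO wells with enzyme for no effect and wells lacking enzyme for full effect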
#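 System: SCP-1 catalytic domain; Reagent: Phospho 17-mer peptide substrate; Doses: one concentration, 20 µM, with 1.0% DMSO; Incubation: 45 min room-temperature reaction, 5 min colour, 30 min stabiliser; Signal: Phosphate-binding colour reagent, absorbance read at 630 nm.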
# SUMO1-SIM PPI = SUMO1-SIM interaction modulation | P63165 | SUMO1 binding to a labelled peptide, TR-FRET, 1 h | inhibition, % at 20 µM | hit rate 0.33% among 360,000; in the data active = inhibition above about 37%
# Neddylation inh = blocks human cullin neddylation; P61081+Q13564; TR-FRET cullin neddylation, biochemical; calls only at 25 µM; hit rate 0.58% among 360,000; AID 651699; in the data active = inhibition above about 36%
# LMPTP block = blocks human LMPTP phosphatase. P24666. recombinant LMPTP-A, OMFP fluorogenic substrate, fluorescence intensity. inhibition, % at 20 µM. hit rate 0.22% among 360,000;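 active = compounds that cut the enzyme signal by at least half of the control window in the single-dose screen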;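 also: plate controls were DMSO wells with enzyme plus substrate for no effect and substrate without enzyme for full effect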
#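 Test system: LMPTP-A, protein tyrosine phosphatase of low molecular weight; Input: 0.625 nM enzyme; Incubation: 50 min dark incubation at room temperature; Signal: endpoint fluorescence intensity from OMFP dephosphorylation; Read-out basis: % inhibition versus control wells.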
# SKN-1 block = C. elegans SKN-1 inhibition; C. elegans VP596 Pgst-4::GFP/RFP ratio, acrylamide-induced, 24 h; inhibition, % at 21.8 µM; hit rate 0.49% among 360,000;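 active = interference check ratio from 0.5 to 1.5 plus GFP to RFP signal ratio inhibition reaching or exceeding a fixed threshold, cut at about 30% in these data, passing the limit was not always enough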; also: some compounds called inactive have numbers as strong as hits
# Tb MetRS inh = blocks T. brucei methionyl-tRNA synthetase activity | hit rate 0.4% among 360,000 | AID 624268 | inhibition, % at 11.9 µM | purified T. brucei MetRS, ATP depletion, Kinase-Glo luminescence;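 active = inhibition above a per-plate cutoff of the control wells' mean inhibition plus 3 SD, cut at about 5.5% in these data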;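 also: 0% = DMSO wells median and 100% = median of wells with control inhibitor compound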
#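 technique = Kinase-Glo luminescence, ATP depletion format | system = purified MetRS (methionyl-tRNA synthetase) enzyme from Trypanosoma brucei | timing = 15 min preincubation, 2 h reaction, all 25 °C | evaluation = percent inhibition versus plate control medians | dosing = single dose, 11.9 µM final nominal, 0.9% final DMSO | also added = substrates ATP, L-methionine and bulk Escherichia coli tRNA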
# NadD block = inhibitors of Staphylococcus aureus NadD | purified NadD enzyme, colorimetric absorbance read-out | inhibition, % at 20 µM | hit rate 0.78% among 360,000 | AID 602399; in the data active = inhibition above about 26%; also: some compounds past the cut are filed as inactive
# DNMT1 block = DNMT1 (human) enzyme inhibition; hit rate 0.83% among 360,000; AID 588458; inhibition (reported as % activation of signal), % at 10 µM; P26358; DNMT1 molecular beacon, Hinp1I cleavage, fluorescence; in the data active = inhibition above about 50%
# Target sequence (P26358 504-1616 limits assumed): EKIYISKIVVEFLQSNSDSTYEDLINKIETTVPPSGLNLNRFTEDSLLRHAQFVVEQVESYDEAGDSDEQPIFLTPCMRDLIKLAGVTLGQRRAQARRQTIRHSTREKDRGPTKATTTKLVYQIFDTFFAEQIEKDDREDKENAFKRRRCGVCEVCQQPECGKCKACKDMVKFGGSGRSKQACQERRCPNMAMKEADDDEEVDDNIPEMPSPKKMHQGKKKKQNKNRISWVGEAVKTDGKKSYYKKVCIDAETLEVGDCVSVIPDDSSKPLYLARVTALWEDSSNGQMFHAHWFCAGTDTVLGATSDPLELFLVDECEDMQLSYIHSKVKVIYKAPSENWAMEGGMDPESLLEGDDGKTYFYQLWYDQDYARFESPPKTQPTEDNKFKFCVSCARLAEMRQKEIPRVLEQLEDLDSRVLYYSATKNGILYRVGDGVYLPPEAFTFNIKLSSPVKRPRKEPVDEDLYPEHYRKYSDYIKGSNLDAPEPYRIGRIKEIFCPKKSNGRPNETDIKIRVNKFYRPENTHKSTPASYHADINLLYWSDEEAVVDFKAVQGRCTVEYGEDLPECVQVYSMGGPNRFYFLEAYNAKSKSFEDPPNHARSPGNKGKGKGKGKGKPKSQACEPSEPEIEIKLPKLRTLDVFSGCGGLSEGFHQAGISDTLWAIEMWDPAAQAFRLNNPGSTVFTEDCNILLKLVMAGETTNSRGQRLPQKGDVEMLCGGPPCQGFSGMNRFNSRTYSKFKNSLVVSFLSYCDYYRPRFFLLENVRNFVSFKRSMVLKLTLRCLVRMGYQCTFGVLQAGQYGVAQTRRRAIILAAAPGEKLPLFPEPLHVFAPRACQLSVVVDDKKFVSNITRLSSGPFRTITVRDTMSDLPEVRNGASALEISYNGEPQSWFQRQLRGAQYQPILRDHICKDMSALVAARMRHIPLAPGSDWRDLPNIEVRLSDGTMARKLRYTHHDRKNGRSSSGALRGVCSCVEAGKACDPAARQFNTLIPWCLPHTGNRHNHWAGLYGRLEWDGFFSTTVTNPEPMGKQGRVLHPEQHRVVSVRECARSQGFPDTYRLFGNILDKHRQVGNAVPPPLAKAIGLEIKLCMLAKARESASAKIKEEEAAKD
# CendR NRP1 mod = modulators of CendR peptide binding to human neuropilin-1. inhibition, % at 25 µM. FAM-RPARPAR peptide binding to NRP-1, fluorescence polarization. hit rate 0.85% among 360,000. O14786;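 active = inhibition or corrected inhibition above about 18%, plus a signal ratio from 0.5 to 1.5, limit read from the data, passing the limit was not always enough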; also: strong numbers were not always called active
# STEP block = blocks human striatal-enriched tyrosine phosphatase. recombinant STEP, OMFP fluorogenic substrate, fluorescence. inhibition, % at 20 µM. hit rate 0.25% among 360,000;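 active = inhibition at 20 µM, scaled per plate between control wells, above about 37%, limit read from the data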;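 also: 0% = DMSO with enzyme and substrate and 100% = substrate only without enzyme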
#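 Test system: STEP tyrosine phosphatase / Reagent: OMFP at 25 µM / Doses: 20 µM, 1% DMSO / Read-out: percent inhibition scaled to no-enzyme and uninhibited-enzyme controls, plate-pattern corrected / Detection: FITC-channel fluorescence of OMFP product / Medium: Bis-Tris buffer pH 6.0, 2.5 mM DTT, 0.005% Tween 20 / Schedule: 20 min at room temperature, dark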
# * marks the source's active call; other numbers are inactive results; i = inactive; nt = no result given; + = active, no number.
SMILES,Scp1 inh,SUMO1-SIM PPI,Neddylation inh,LMPTP block,SKN-1 block,Tb MetRS inh,NadD block,DNMT1 block,CendR NRP1 mod,STEP block
CCCNC(=O)c1nnsc1S(=O)(=O)c1ccc(Cl)cc1,3,-2,i,0.0,0,-0.7,-2,8,-4,0
CC(C)N(C(=O)COC(=O)c1cccc(C(=O)OCC(=O)N(C(C)C)C(C)C)n1)C(C)C,-6,-2,i,0.0,6,-1.1,6,0,3,-1
CCCc1noc2c1/C(=N\O)CC(CC(C)SCC)C2 (centres undefined),-6,-2,i,0.7,11,-0.6,-3,-2,0,-1
CC(C)(C)NC(=O)NC(=O)COC(=O)c1ccc(OC(F)(F)F)cc1,-4,-2,i,1.4,6,0.0,-3,6,-4,2
COc1ccc(OC)c(NC(=O)c2[nH]c(C)c(C(C)=O)c2C)c1,-7,-3,i,0.5,12,-0.6,-5,-2,-9,3
CCOC(=O)C1=C(N)Oc2cc(C)[nH]c(=O)c2C1c1ccncc1 (centres undefined),-7,-3,i,0.9,6,-0.2,2,1,8,2
Cc1ccc(S(=O)(=O)N2CCOCC2)cc1C(=O)NCCN1C(=O)S/C(=C\c2ccccc2Cl)C1=O,2,-7,i,0.7,9,-0.2,0,4,-9,4
O=C(NCCN1CCOCC1)C1CCC(=O)N1Cc1ccccc1Cl (centres undefined),4,-1,i,0.0,-9,-0.2,2,1,-4,-3
Cc1cccc(N2CCN(C(=O)C3CCC(=O)N(C4CC4)C3)CC2)c1C (centres undefined),-13,0,i,0.1,3,0.2,-4,2,16,0
Cc1ccc(C)c(-n2c(Cc3cc(=O)[nH]c(=O)[nH]3)nnc2SCC(=O)NCc2ccco2)c1,9,2,i,-1.5,12,-0.5,6,7,-3,-2
CCOc1ccc(N=C(/C(C(=O)C(=O)N2CCOCC2)=C(/O)c2ccccc2)c2ccccc2)cc1,-19,-2,i,-1.4,11,-0.3,-1,-2,-9,5
COc1ccc(S(=O)(=O)N(C)C(C)CCc2ccco2)cc1 (centres undefined),-10,9,i,0.8,1,1.8,12,-4,-10,2
N/C(=N\OC(=O)c1ccc(Br)cc1)c1ccccc1,-7,0,i,0.0,24,-0.6,7,-7,-6,0
CC1CN(S(=O)(=O)c2ccccc2)CC(C)O1 (centres undefined),-2,-2,i,-1.3,-7,-0.2,-6,-1,2,-6
CCC(=O)Nc1ccc(Cl)c(NC(=S)NC(=O)COc2ccccc2)c1,-7,2,i,1.3,-10,0.0,-7,1,6,2
CCCN1CCC(NC(=O)Nc2ccc(Br)cc2)CC1,-5,4,i,-3.3,3,-0.5,-3,1,-4,0
CC1C(=O)CC(c2ccccc2)N(C)C1c1ccccc1 (centres undefined),7,6,i,0.5,-14,-1.0,1,6,-8,-2
CS(=O)(=O)Nc1ccc(S(=O)(=O)NCCc2ccccc2)cc1,-6,-3,i,-1.2,-3,0.1,-5,4,5,-2
OCCC1CN(Cc2cccc(OC3CCCC3)c2)CCN1Cc1ccsc1 (centres undefined),-12,5,i,-0.6,4,-0.2,-10,0,-5,-5
OCCNc1ncnc2ccc(Br)cc12,0,10,i,0.9,-21,-0.2,-2,0,44*,-3

# Entries of single compounds from above. Screens in order: Scp1 inh, SUMO1-SIM PPI, Neddylation inh, LMPTP block, SKN-1 block, Tb MetRS inh, NadD block, DNMT1 block, CendR NRP1 mod, STEP block
# CCC(=O)Nc1ccc(Cl)c(NC(=S)NC(=O)COc2ccccc2)c1 reads -7, 2, i, 1.3, -10, 0.0, -7, 1, 6, 2
# CCOC(=O)C1=C(N)Oc2cc(C)[nH]c(=O)c2C1c1ccncc1 (centres undefined) reads -7, -3, i, 0.9, 6, -0.2, 2, 1, 8, 2

# More records.
SMILES,Scp1 inh,SUMO1-SIM PPI,Neddylation inh,LMPTP block,SKN-1 block,Tb MetRS inh,NadD block,DNMT1 block,CendR NRP1 mod,STEP block
O=C(Nc1ccc2c(c1)OCO2)c1ccc2nc([C@@H]3O[C@H](CO)[C@H](O)[C@H](O)[C@H]3O)[nH]c2c1,nt,2,i,-0.6,21,0.1,-1,5,-3,1
COc1ccc(CNC(=O)CCCN2C(=O)c3ccccc3C2=O)cc1,-2,-3,i,-1.3,-1,-0.8,2,0,8,-2
N#CN/C(=N\S(=O)(=O)c1ccccc1)c1ccccc1,-6,-1,i,-1.1,22,-0.9,1,-1,-3,-2
Cc1c(NC(=O)C2CCCO2)cccc1[N+](=O)[O-] (centres undefined),-2,4,i,-1.7,10,0.3,-1,0,3,-1
COc1cc(CNC2CCCCC2OC)cc(OC)c1OC (centres undefined),3,-3,i,-1.7,-2,-0.4,-2,1,9,-3
Cc1ccc(C(=O)N/C(N)=N/c2nc3ccccc3o2)cc1,6,-1,i,-1.3,5,0.3,-4,3,5,2
COc1ccc(CCNC(=O)c2cc(S(=O)(=O)N3CCC4(CC3)OCCO4)ccc2F)cc1OC,-4,2,i,0.1,17,0.0,-3,5,4,1
COc1ccc(CCNC(=O)C2CCN(C(=O)c3cccs3)CC2)cc1,-5,4,i,4.0,5,-0.3,2,7,-3,2
O=C(NCCS(=O)(=O)NCc1ccc(F)cc1)c1ccccc1,-3,3,i,-1.1,-3,-0.6,-5,3,0,2
COc1ccc(C(=S)N2CCCC2)cc1Br,-6,6,i,-0.5,12,-0.4,-5,-1,8,-1
COc1ccccc1N1CC(C(=O)NCCN2C(=O)S/C(=C\c3cccnc3)C2=O)CC1=O (centres undefined),-2,-35,i,-3.0,9,-0.2,-1,4,-4,-2
C=CCSc1nc(N)c(C(=O)Nc2ccccc2)cc1C#N,-13,1,i,0.4,-4,-0.4,0,3,9,0
CCOc1ccc(C(=O)CCC(=O)N(CC)CC(=O)NCc2ccc(Cl)cc2)cc1,-9,-1,i,1.1,12,-0.3,-2,-1,13,-4
N#Cc1c(Cl)cccc1-n1ccnc1,3,2,i,1.3,-32,-1.2,2,5,7,-2
CCc1nc2ccc(C(=O)N3CCN(S(=O)(=O)CC)CC3)cn2c1N(C)C(=O)C1CCCCC1,nt,0,i,-1.6,8,-0.2,3,1,3,2
COc1cc(C2NC(=O)C(C#N)=C(Nc3cccc(C)c3)S2)ccc1O (centres undefined),-4,10,i,-1.1,7,0.6,-2,-4,-9,3
Cc1noc(C)c1C(=O)NC1=NCCS1,0,-13,i,-0.5,-11,-1.0,-6,3,5,-3
N/C(=N\OC(=O)CCCOc1ccccc1)c1ccccc1,-1,-5,i,0.5,6,-0.4,-5,3,-4,1
CS(=O)(=O)C1=C(O)C(=O)N(CCCC(=O)O)C1c1ccccc1F (centres undefined),-4,-4,i,-2.0,-13,-0.8,3,1,4,1
Cc1cc(NC(=O)CN2C(=O)NC3(CCCCC3)C2=O)ccc1N1CCCC1,-3,1,i,-0.9,7,-0.2,3,-9,-7,-1
COc1cccc(C(=O)N2CCSC2=S)c1,-7,0,i,-1.4,-5,-0.6,-1,-1,7,-2
C(CNC1C2CC3CC(C2)CC1C3)CN1CCOCC1 (centres undefined),-11,5,i,-4.2,0,-0.5,-3,0,8,-3
Cc1ccc(C)c(NC(=S)N2CCC(NC(=O)c3cccc(F)c3)CC2)c1,-1,-1,i,-1.9,-13,0.2,2,1,1,0
CC(C)CC(=O)Nc1ccc(S(=O)(=O)Nc2nccs2)cc1,-2,-2,i,-1.2,-12,-0.5,-2,-3,5,2
Cc1ccc(C)c(CN2CCC(CNC(=O)Nc3ccc(C)c(F)c3)CC2)c1,-7,-2,i,-0.4,-3,-0.9,-7,-8,0,-1
Cc1ccc(NS(=O)(=O)c2ccc(-c3coc(C)n3)cc2)c(Br)c1,-11,2,i,2.6,14,-0.1,-3,-6,4,-1
CCC(CO)Nc1ccn2nc(-c3cccs3)cc2n1 (centres undefined),nt,4,nt,0.2,5,-0.1,5,-5,5,3
COc1ccc(C(=O)N/C=C/n2cnc3cc(C(F)(F)F)ccc32)cc1,1,0,i,2.1,-12,-0.1,0,0,11,-2
COc1ccc(Nc2nnc(C)c3ccccc23)cc1,-6,3,i,0.3,8,-0.9,1,0,12,-2
O=C(NCc1ccccc1)C(c1ccccc1F)n1c(=O)c(-c2cc3ccccc3[nH]2)nc2ccccc21 (centres undefined),nt,6,nt,4.0,11,0.2,nt,nt,-1,nt
COc1ccccc1N(CC(=O)N/N=C(\C)c1cccc(Br)c1)S(C)(=O)=O,-11,0,i,-0.3,14,-0.1,-5,-2,-1,-2
C=CCc1cc(Cl)ccc1OCCOCCNC(C)CC (centres undefined),-14,-2,i,-1.3,7,-0.4,-14,1,-7,-2
C1CCc2nc3c(nc2C1)CCCC3,13,3,i,-2.0,3,-0.8,-1,-1,12,2
CCCCn1c(CN(Cc2ccccc2)Cc2ccccc2)nc2c1c(=O)n(C)c(=O)n2C,24,-4,i,6.1,-2,-0.3,-2,-2,4,-5
CCOc1cc(NC(=S)NCC2CCCO2)c(OCC)cc1NC(=O)c1ccc(F)cc1 (centres undefined),-7,-4,i,-0.2,-7,0.0,-3,-1,-12,0
COc1ccc2cc3cc(C(=O)N4CCCC(C)C4)oc3nc2c1 (centres undefined),10,-39,+,1.0,-11,0.5,2,-2,21,0
CCCC(=O)c1ccc(N2CCCCCC2)c(F)c1,0,-3,i,1.6,5,-1.8,-4,-2,-3,0
COc1ccc(CCNC(=O)CSc2nc3[nH]ncc3c(=O)n2-c2cccc(C(F)(F)F)c2)cc1OC,-6,0,i,-1.1,-15,-0.4,1,1,2,-2
Cc1ccc(NC(=O)/C(=C\C=C\c2ccccc2)NC(=O)c2ccccc2)cc1,-5,-4,i,-1.8,15,-0.8,10,1,16,2
COc1ccc(Br)cc1/C=N/NS(=O)(=O)c1ccccc1,nt,0,i,-0.5,-15,-0.2,-7,0,5,-1
CCOC(=O)C1CCCN(c2c(N3CCN(C)CC3)c(=O)c2=O)C1 (centres undefined),-10,3,i,-3.0,-2,-0.3,-2,-3,-3,1
O=C(CNCc1ccc(Cl)cc1)N1CCc2ccccc2C1,-7,-4,i,-1.1,11,-0.4,-5,-3,7,-1
O=C(O)C1CC(C(=O)O)SS1 (centres undefined),2,-2,i,-0.2,3,-0.5,2,1,11,-1
Nc1nc2ccccc2n1C(=O)CCc1ccccc1,-8,-1,i,-0.7,-1,1.9,-5,0,4,3

# Neddylation inh, hit marks shown above
SMILES,Scp1 inh,SUMO1-SIM PPI,Neddylation inh,LMPTP block,SKN-1 block,Tb MetRS inh,NadD block,DNMT1 block,CendR NRP1 mod,STEP block
COc1ccc2cc3cc(C(=O)N4CCCC(C)C4)oc3nc2c1 (centres undefined),10,-39,+,1.0,-11,0.5,2,-2,21,0
